PRC2 inh: EZH2/PRC2 methyltransferase inhibitors, primary screen, biochemical, DELFIA time-resolved fluorescence, single point; PRC2 H3K27 methylation, DELFIA TRF, 1 h; inhibition, % at 12.5 µM; hit rate 0.35% among 57,000; AID 651548, 2012;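 active = mean inhibition of replicates at least 50% and every single replicate also reaching 50%; inconclusive = mean inhibition at least 50% but some replicate falls below 50%; inactive = mean inhibition under 50%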;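 note: dimethyl H3K27 on biotinylated H3 21-44 peptide detected by antibody; plate controls were median neutral control wells for no effect and median positive control wells for full effect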
Target sequence (Q15910 whole entry, looked up): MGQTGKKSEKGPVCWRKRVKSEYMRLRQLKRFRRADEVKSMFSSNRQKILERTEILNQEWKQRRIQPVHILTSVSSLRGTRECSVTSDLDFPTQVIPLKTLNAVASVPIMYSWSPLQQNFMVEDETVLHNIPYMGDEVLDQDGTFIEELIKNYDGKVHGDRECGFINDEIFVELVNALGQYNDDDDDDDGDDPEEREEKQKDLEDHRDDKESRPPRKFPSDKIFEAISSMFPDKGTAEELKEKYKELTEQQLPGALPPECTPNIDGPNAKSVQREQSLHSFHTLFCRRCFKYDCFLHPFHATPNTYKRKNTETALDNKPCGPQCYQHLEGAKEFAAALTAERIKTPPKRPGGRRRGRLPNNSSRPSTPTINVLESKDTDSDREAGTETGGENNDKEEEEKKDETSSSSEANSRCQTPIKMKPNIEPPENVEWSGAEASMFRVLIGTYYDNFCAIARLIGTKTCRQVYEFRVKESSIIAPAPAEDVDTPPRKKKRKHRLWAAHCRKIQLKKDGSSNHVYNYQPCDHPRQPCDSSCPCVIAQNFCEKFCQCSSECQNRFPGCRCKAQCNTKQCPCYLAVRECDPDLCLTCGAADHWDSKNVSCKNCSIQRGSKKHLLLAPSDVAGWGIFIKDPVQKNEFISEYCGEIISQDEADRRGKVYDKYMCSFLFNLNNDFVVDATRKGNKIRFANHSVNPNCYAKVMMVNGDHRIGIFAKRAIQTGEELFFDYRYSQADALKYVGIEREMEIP
IDH1 mut inh: inhibitors of IDH1 R132H reductase, primary screen, biochemical, plate reader, single point; Isocitrate dehydrogenase [NADP] cytoplasmic (Homo sapiens), O75874; inhibition, % at 10 µM; hit rate 0.18% among 70,000; diaphorase/resazurin fluorescence, 60 min; AID 624101, 2012; in the data active = inhibition above about 34%; inconclusive = no clear call, values can overlap the other calls; inactive = below about 11%;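 note: 0% = DMSO and 100% = no enzyme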
An asterisk follows results filed as active; u = inconclusive; x = not tested or not shown. This is a subset; the hit share may differ from the screen's.

SMILES | PRC2 inh | IDH1 mut inh
C[C@@H]1CCCCO[C@@H](CN(C)C(=O)Cc2ccccc2)[C@@H](C)CN([C@@H](C)CO)C(=O)c2cc(NC(=O)Cc3ccccc3)ccc2O1 | x | -1.5
COc1ccc(CN(C)C[C@@H]2OCCCC[C@@H](C)Oc3ccc(NS(=O)(=O)c4cccs4)cc3C(=O)N([C@H](C)CO)C[C@H]2C)cc1 | x | 1.3
CCCN(C)C[C@@H]1Oc2cc(C#CC3(O)CCCC3)ccc2S(=O)(=O)N([C@@H](C)CO)C[C@@H]1C | -11.5 | 0.0
O=C(N[C@H]1CC[C@@H](CCNS(=O)(=O)c2ccc(F)cc2)O[C@H]1CO)c1ccccn1 | -9.7 | 0.1
O=C(CSc1nnc(Nc2ccccc2)n1-c1ccccc1)Nc1ccc2c(c1)COC2=O | -13.8 | 0.1
CN(C)C(=O)C[C@H]1C[C@@H]2c3cc(NC(=O)Nc4ccccc4F)ccc3O[C@@H]2[C@H](CO)O1 | 5.5 | 0.4
C[C@H]1CN([C@@H](C)CO)C(=O)c2cccc(NC(=O)NC3CCCCC3)c2O[C@H]1CN(C)S(=O)(=O)c1ccc(F)cc1 | -1.5 | 0.6
C[C@H]1CN([C@@H](C)CO)C(=O)c2cccc(NS(=O)(=O)c3cn(C)cn3)c2O[C@H]1CN(C)S(=O)(=O)c1ccccc1 | x | -7.1
C[C@H](CO)N1C[C@H](C)[C@H](CN(C)Cc2ccccc2)Oc2ccc(NC(=O)Nc3ccc(C(F)(F)F)cc3)cc2CC1=O | -17.6 | x
Cc1ccccc1OCC(=O)Nc1cccc(NC(=O)c2ccc(C(C)(C)C)cc2)c1 | -8.2 | -0.1
Cc1ccc(S(=O)(=O)N(C)C[C@H]2Oc3ccc(NS(=O)(=O)c4ccc(F)cc4)cc3CC(=O)N([C@H](C)CO)C[C@H]2C)cc1 | x | -1.8
CNC[C@H]1Oc2c(NC(=O)c3ccncc3)cccc2C(=O)N([C@@H](C)CO)C[C@H]1C | -0.1 | 3.3
C[C@@H]1CN([C@@H](C)CO)C(=O)c2cc(NC(=O)Cc3ccccc3)ccc2O[C@@H]1CN(C)Cc1ccc(Oc2ccccc2)cc1 | x | -2.9
Cc1noc(C)c1S(=O)(=O)Nc1ccc2c(c1)C(=O)N([C@@H](C)CO)C[C@@H](C)[C@@H](CN(C)S(=O)(=O)c1cccs1)O2 | x | 0.1
O=C(N[C@@H]1CC[C@H](CCNC(=O)c2ccccc2F)O[C@@H]1CO)c1ccc2c(c1)OCO2 | -5.3 | -0.1
C[C@@H](O)C#Cc1cnc2c(c1)C(=O)N([C@@H](C)CO)C[C@H](C)[C@@H](CN(C)CC1CCCCC1)O2 | x | 0.5
CCCC1=C(C(=O)OCC)C(c2cccnc2)n2ncnc2N1 (stereo not given) | -1.9 | 0.3
COc1cccc(NC(=O)CSc2nc3ccccc3c(=O)n2-c2ccc(Br)cc2)c1 | -10.4 | 0.6
CO[C@H]1CN(C)C(=O)c2cc(NC(=O)C3CC3)ccc2OC[C@@H](C)N(CC2CC2)C[C@@H]1C | -1.6 | 0.4
C[C@@H](O)C#Cc1cnc2c(c1)C(=O)N([C@@H](C)CO)C[C@H](C)[C@@H](CN(C)CC1CCCC1)O2 | 8.7 | 1.3
C[C@H](CO)N1C[C@H](C)[C@H](CN(C)C(=O)Nc2ccc(C(F)(F)F)cc2)Oc2cc(-c3ccncc3)ccc2S1(=O)=O | x | 1.0
C[C@H]1CCCCO[C@H](CN(C)Cc2ccc(Cl)c(Cl)c2)[C@@H](C)CN([C@@H](C)CO)C(=O)c2cc(NC(=O)Nc3cccc4ccccc34)ccc2O1 | x | 1.3
COc1ccc(S(=O)(=O)Nc2ccc3c(c2)C(=O)N([C@@H](C)CO)C[C@H](C)[C@H](CN(C)C(=O)CCC(F)(F)F)OCCCC[C@H](C)O3)cc1 | x | -1.9
Cc1ccccc1S(=O)(=O)N[C@@H]1CC[C@H](CCn2cc(Cc3ccccc3)nn2)O[C@@H]1CO | 1.7 | -0.1
CC(CCc1ccc(O)cc1)NCCc1ccc(O)c(O)c1 (stereo not given) | x | u
C[C@H](CO)N1C[C@H](C)[C@H](CN(C)Cc2ccccc2)Oc2ccc(NC(=O)CCC(F)(F)F)cc2C1=O | -5.5 | 0.3
C[C@H](O)C#Cc1cnc2c(c1)C(=O)N([C@@H](C)CO)C[C@H](C)[C@H](CN(C)CC1CCOCC1)O2 | 2.6 | x
CCC(=O)Nc1ccc2c(c1)C(=O)N(C)C[C@@H](OC)[C@H](C)CN(Cc1ccncc1)[C@@H](C)CO2 | -1.2 | 0.3
COC(=O)C[C@H]1C=C[C@H](NS(=O)(=O)c2ccccc2F)[C@H](CO)O1 | 4.4 | 0.1
Cc1ccc(S(=O)(=O)NCC(C)O)cc1-c1nnc2c3ccccc3c(C)nn12 (stereo not given) | 6.5 | 0.1
COc1ccccc1NC(=O)Nc1ccc2c(c1)C(=O)N(C)C[C@H](OC)[C@@H](C)CN(C)[C@@H](C)CO2 | 0.8 | -0.2
Cc1cc(C(=O)Nc2cccc3c2O[C@H](CN(C)S(=O)(=O)c2cccs2)[C@H](C)CN([C@@H](C)CO)C3=O)n(C)n1 | x | 0.2
C[C@@H]1CN([C@@H](C)CO)C(=O)CCCn2cc(nn2)CO[C@H]1CN(C)C | 1.6 | 19.4
CC(C)c1cn(CC[C@H]2CC[C@H](NS(=O)(=O)Cc3ccccc3)[C@@H](CO)O2)nn1 | -1.4 | 0.1
Cc1c(NC(=O)C(C)Oc2ccc(Cl)cc2Cl)cccc1-c1nc2ccccc2o1 (stereo not given) | x | -0.6
CC(C)NC(=O)N(C)C[C@H]1OCCCC[C@@H](C)Oc2ccc(NS(C)(=O)=O)cc2C(=O)N([C@H](C)CO)C[C@@H]1C | x | 3.0
CC(=O)N(C)C[C@H]1Oc2cc(-c3ccc(F)cc3)ccc2S(=O)(=O)N([C@@H](C)CO)C[C@@H]1C | 21.2 | -1.2
COC(=O)c1cc(NC(=O)CC2SCCNC2=O)cc(C(=O)OC)c1 (stereo not given) | -6.4 | -0.5
CN1CCN(C(=O)C[C@@H]2C[C@H]3c4cc(NC(=O)Nc5ccc(F)cc5)ccc4O[C@H]3[C@@H](CO)O2)CC1 | -18.8 | -0.1
CCC(=O)N(C)C[C@H]1Oc2ncc(C#Cc3ccccc3OC)cc2C(=O)N([C@@H](C)CO)C[C@H]1C | x | -0.2
C[C@H](CO)N1C[C@H](C)[C@H](CN(C)S(=O)(=O)c2ccc(F)cc2)Oc2ccc(NS(=O)(=O)c3ccccc3)cc2CC1=O | x | 0.1
COc1cccc(S(=O)(=O)N(C)C[C@@H]2OCc3cnnn3CCCC(=O)N([C@H](C)CO)C[C@@H]2C)c1 | x | -20.8
Cc1ccc(S(=O)(=O)Nc2ccc3c(c2)CC(=O)N([C@@H](C)CO)C[C@H](C)[C@H](CN(C)C(=O)Nc2ccc(F)cc2)O3)cc1 | 13.6 | 0.5
COc1cc(OC)c(-c2nc(-c3ccccc3)c(-c3cccs3)[nH]2)cc1OC | -4.8 | -1.1
CO[C@@H]1CN(C)C(=O)c2ccc(NC(=O)c3cnccn3)cc2OC[C@H](C)N(C(=O)C2CC2)C[C@@H]1C | 5.8 | 0.0
CC(C)CC#Cc1ccc2c(c1)O[C@@H](CN(C)C(=O)Cc1cccnc1)[C@H](C)CN([C@@H](C)CO)S2(=O)=O | -8.8 | x
c1ccc(-n2cc3c(c2)CCc2cn(-c4ccccc4)cc2CC3)cc1 | 4.6 | -1.1
CO[C@H]1CN(C)C(=O)c2cc(NC(=O)C3CC3)ccc2OC[C@@H](C)N(C(=O)c2ccccc2)C[C@@H]1C | -0.2 | -0.1
COc1ccc(-c2cnc3c(c2)C(=O)N([C@@H](C)CO)C[C@H](C)[C@@H](CN(C)C(=O)C2CCOCC2)O3)cc1 | 4.1 | 0.6
COc1ccc(NC(=O)C(C)Oc2ccccc2)c([N+](=O)[O-])c1 (stereo not given) | -4.7 | -0.3
The list continues:
SMILES | PRC2 inh | IDH1 mut inh
COc1ccc(CNC(=O)C[C@@H]2C[C@@H]3c4cc(NC(=O)CN(C)C)ccc4O[C@@H]3[C@@H](CO)O2)cc1 | 3.8 | 0.0
CC(NS(=O)(=O)c1ccccc1)C(=O)Nc1ccccc1C(F)(F)F (stereo not given) | 5.4 | 0.1
CN1CCN(C(=O)CN(c2ccc(I)cc2)S(=O)(=O)c2ccccc2)CC1 | 1.6 | 0.0
COC(=O)CN(c1cccc(Cl)c1)S(=O)(=O)c1ccc(Cl)cc1 | 13.0 | 0.1
COc1ccc(NC(=O)COc2ccc3ccccc3c2Br)c([N+](=O)[O-])c1 | 5.9 | -0.3
CC(C)(C)Nc1nc(SCC(=O)Nc2ccccc2)nc(N2CCOCC2)n1 | 8.4 | 0.4
Cc1cc(OCC(=O)NCc2ccco2)c(C)cc1Br | 12.3 | -0.1
COc1ccc(C(=O)NCCc2ccccc2)cc1Cl | x | -0.1
O=C(N[C@@H]1CC[C@@H](CCn2cc(C3(O)CCCC3)nn2)O[C@@H]1CO)C1CCOCC1 | 14.0 | 0.0
O=C(CSc1nc2ccccc2s1)c1ccc2c(c1)OCCO2 | 20.4 | -0.1
C[C@@H]1CN([C@H](C)CO)C(=O)Cc2cc(NC(=O)Nc3cccc4ccccc34)ccc2O[C@@H]1CN(C)Cc1ccc2c(c1)OCO2 | 0.4 | x
COc1ccc(NC(=O)N(C)C[C@H]2Oc3c(NC(=O)c4nc5ccccc5s4)cccc3C(=O)N([C@H](C)CO)C[C@@H]2C)cc1 | x | 0.6
C[C@H](CO)N1C[C@H](C)[C@@H](CN(C)Cc2ccc(C(F)(F)F)cc2)Oc2ccc(NC(=O)c3ccncc3)cc2C1=O | -29.9 | 1.4
O=C(C[C@@H]1CC[C@@H](NC(=O)C2CCC2)[C@H](CO)O1)NCCCN1CCOCC1 | -2.9 | 0.0
CO[C@@H]1CN(C)C(=O)c2cc(NS(=O)(=O)Cc3ccccc3)ccc2OC[C@@H](C)NC[C@H]1C | 1.8 | -0.6
C[C@H](CO)N1C[C@H](C)[C@@H](CN(C)Cc2ccc(Oc3ccccc3)cc2)Oc2c(NC(=O)c3cnccn3)cccc2C1=O | 0.2 | x
Cc1noc(C)c1NC(=O)N(C)C[C@H]1Oc2ccc(NC(=O)CCC(F)(F)F)cc2C(=O)N([C@H](C)CO)C[C@@H]1C | -3.4 | 1.6
COc1ccc(S(=O)(=O)N(C)C[C@@H]2Oc3c(NC(=O)NC4CCCCC4)cccc3C(=O)N([C@@H](C)CO)C[C@H]2C)cc1 | x | -0.8
C[C@@H]1CN([C@H](C)CO)C(=O)c2cc(NC(=O)c3ccncc3)ccc2O[C@H]1CN(C)C(=O)Nc1ccccc1 | x | 0.9
CNC[C@H]1OCCCC[C@@H](C)Oc2ccc(NC(=O)Nc3ccc(F)cc3)cc2C(=O)N([C@H](C)CO)C[C@H]1C | -12.1 | 2.9

Part of the list above, set out differently.
Values run as follows: PRC2 inh	IDH1 mut inh
C[C@@H]1CN([C@H](C)CO)C(=O)Cc2cc(NC(=O)Nc3cccc4ccccc34)ccc2O[C@@H]1CN(C)Cc1ccc2c(c1)OCO2
    0.4	x
COc1ccc(NC(=O)N(C)C[C@H]2Oc3c(NC(=O)c4nc5ccccc5s4)cccc3C(=O)N([C@H](C)CO)C[C@@H]2C)cc1
    x	0.6
C[C@H](CO)N1C[C@H](C)[C@@H](CN(C)Cc2ccc(C(F)(F)F)cc2)Oc2ccc(NC(=O)c3ccncc3)cc2C1=O
    -29.9	1.4
O=C(C[C@@H]1CC[C@@H](NC(=O)C2CCC2)[C@H](CO)O1)NCCCN1CCOCC1
    -2.9	0.0
CO[C@@H]1CN(C)C(=O)c2cc(NS(=O)(=O)Cc3ccccc3)ccc2OC[C@@H](C)NC[C@H]1C
    1.8	-0.6
C[C@H](CO)N1C[C@H](C)[C@@H](CN(C)Cc2ccc(Oc3ccccc3)cc2)Oc2c(NC(=O)c3cnccn3)cccc2C1=O
    0.2	x
Cc1noc(C)c1NC(=O)N(C)C[C@H]1Oc2ccc(NC(=O)CCC(F)(F)F)cc2C(=O)N([C@H](C)CO)C[C@@H]1C
    -3.4	1.6
COc1ccc(S(=O)(=O)N(C)C[C@@H]2Oc3c(NC(=O)NC4CCCCC4)cccc3C(=O)N([C@@H](C)CO)C[C@H]2C)cc1
    x	-0.8
C[C@@H]1CN([C@H](C)CO)C(=O)c2cc(NC(=O)c3ccncc3)ccc2O[C@H]1CN(C)C(=O)Nc1ccccc1
    x	0.9
CNC[C@H]1OCCCC[C@@H](C)Oc2ccc(NC(=O)Nc3ccc(F)cc3)cc2C(=O)N([C@H](C)CO)C[C@H]1C
    -12.1	2.9

Next section:
SMILES | PRC2 inh | IDH1 mut inh
CC(C)NC(=O)Nc1ccc2c(c1)C(=O)N([C@@H](C)CO)C[C@H](C)[C@@H](CN(C)S(C)(=O)=O)OCCCC[C@H](C)O2 | x | -7.5
CC/C=C\C[C@@H]1C(=O)C=C[C@@H]1CCCCCCCC(=O)O | x | 4.7
C=CCNC(=O)[C@@H]1[C@H]2C(=O)O[C@H](c3ccccc3)[C@H](c3ccccc3)N2[C@H](c2ccc(OCCO)cc2)[C@@]12C(=O)Nc1ccccc12 | -31.8 | x
CCC(=O)Nc1ccc2c(c1)OC[C@@H](C)N(CC1CCCCC1)C[C@H](C)[C@H](OC)CN(C)C2=O | -1.1 | x
C[C@H](CO)N1C[C@H](C)[C@@H](CN(C)Cc2ccc(Oc3ccccc3)cc2)Oc2ccc(NC(=O)NC3CCCCC3)cc2CC1=O | x | 0.9
COc1cc2ccc(=O)oc2cc1OCC(O)C(C)(C)O (stereo not given) | 3.7 | -0.1
C[C@H]1CN([C@@H](C)CO)C(=O)Cc2cc(NC(=O)Nc3cccc4ccccc34)ccc2O[C@H]1CN(C)Cc1ccc(Cl)c(Cl)c1 | x | 0.4
C[C@@H]1CN([C@@H](C)CO)C(=O)c2cc(NS(C)(=O)=O)ccc2O[C@@H](C)CCCCO[C@H]1CN(C)C(=O)Nc1ccc(F)cc1 | x | 1.5
